Assay outcomes: PubChem, several laboratories
SUMO Mot1 rescue: SUMOylation pathway inhibition by Mot1-301 growth rescue | S. cerevisiae Mot1-301 growth rescue, ATP luminescence, 38.5C; percent above DMSO median, 100 means doubled | growth rescue, % at 18.8 µM | 320,000 compounds, 1% hits | AID 2716;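 active = every valid replicate shows activation above 250% relative to neutral control wells; inactive = the rest, any valid replicate at or below 250%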;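 note: OY570 slx delta 5 strain wells were the positive control but not used for scaling; some compounds called inactive have numbers as strong as hits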
OPRM1-OPRD1 ag: OPRM1-OPRD1 heterodimerization agonism | activation, % at 9.3 µM | AID 504326 | cells, luminescence | 340,000 compounds, 0.3% hits | P35372+P41143; in the data active = activation above about 18%;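 note: 0% = vehicle-treated cells and 100% = reference agonist; values of inactives mirror those of a sister screen read the other way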
Target sequence (P35372 whole entry, looked up): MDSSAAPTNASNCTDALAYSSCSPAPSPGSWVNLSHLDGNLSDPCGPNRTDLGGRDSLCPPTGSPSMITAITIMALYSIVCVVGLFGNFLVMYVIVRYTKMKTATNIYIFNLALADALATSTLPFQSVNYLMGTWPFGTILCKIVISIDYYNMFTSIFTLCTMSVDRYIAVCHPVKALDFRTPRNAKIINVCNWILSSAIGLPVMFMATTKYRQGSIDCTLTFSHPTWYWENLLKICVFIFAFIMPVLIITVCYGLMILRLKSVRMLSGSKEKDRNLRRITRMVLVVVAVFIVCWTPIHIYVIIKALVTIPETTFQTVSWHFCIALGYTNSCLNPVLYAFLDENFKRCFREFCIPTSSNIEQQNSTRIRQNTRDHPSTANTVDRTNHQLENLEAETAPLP
Target sequence (P41143 whole entry, looked up): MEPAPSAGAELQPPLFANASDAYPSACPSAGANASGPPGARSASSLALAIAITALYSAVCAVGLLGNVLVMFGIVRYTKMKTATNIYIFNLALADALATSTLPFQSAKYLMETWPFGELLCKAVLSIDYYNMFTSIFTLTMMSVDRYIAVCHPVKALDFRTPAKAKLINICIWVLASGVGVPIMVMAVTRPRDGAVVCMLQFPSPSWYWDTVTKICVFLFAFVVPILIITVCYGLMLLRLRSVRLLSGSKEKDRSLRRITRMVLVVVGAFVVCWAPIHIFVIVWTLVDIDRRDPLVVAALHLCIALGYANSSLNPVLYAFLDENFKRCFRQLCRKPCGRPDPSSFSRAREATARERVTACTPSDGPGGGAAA
AddAB inh: less growth of phage-infected E. coli with AddAB; inhibition, % at 11.9 µM; E. coli expressing H. pylori AddAB, absorbance growth; 330,000 compounds, 0.29% hits; AID 435030; in the data active = inhibition above about 12%;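 note: 0% = vehicle wells of infected cells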
E coli growth: counter-screen for AddAB inhibitors: E. coli growth inhibition | E. coli V3065 growth, OD600 absorbance, 18 h | inhibition, % at 11.9 µM | 330,000 compounds, 0.27% hits | AID 449728;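 active = inhibition above the campaign's mean inhibition across all tested compounds plus 3 SD, cut at about 9.9% in these data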;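 note: uninfected addAB+ strain grown without phage in ampicillin broth; 0% = DMSO wells and 100% = ciprofloxacin 0.95 µg/ml wells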
DSG3 Ab inh: blocks pemphigus antibody binding to human desmoglein-3. 310,000 compounds, 0.48% hits. AID 588358. DSG3-coupled beads, scFv-anti-DSG3-GFP binding, flow cytometry; hits give low values. P32926. binding (percent of control), % at 10 µM;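 active = binding more than 3 SD below its plate's average and above zero; inconclusive = below that plate limit but binding exactly zero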;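 note: hits lower antibody fragment binding to DSG3; some compounds called inactive have numbers as strong as hits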
phage Ecoli inh: E. coli growth loss with phage present | 360,000 compounds, 0.26% hits | inhibition, % at 11.9 µM | AID 651602 | growth absorbance; in the data active = inhibition above about 11%
PKA-R1A act: activates the PKA-R1A holoenzyme complex | PKA-R1A dissociation, Cy5-IP20 fluorescence polarization; scaled: DMSO 0%, 113 µM cGMP 100% | P00514+P68181 | activation, % at 11.4 µM | 340,000 compounds, 0.083% hits | AID 504707;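 active = percent activation above the mean of all tested compounds plus 3 SD, cut at about 19% in these data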;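 note: higher means more PKAc released from R1A so a rise in polarization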
Tat export inh: E. coli Tat transport inhibition | E. coli MC4100 TorA-mCherry Tat export, fluorescence | inhibition, % at 10 µM | 340,000 compounds, 0.036% hits | AID 488895;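 active = mean replicate inhibition at least 50% and at least half of replicates individually reaching 50%; inconclusive = only one of the two criteria met; inactive = neither criterion met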;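 note: exported cargo escapes ClpAP degradation while cytoplasmic cargo is degraded and loses fluorescence; 0% = median of neutral control wells and 100% = median of NaSCN control wells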
PfHsp90 set2: inhibits growth of yeast expressing Plasmodium falciparum Hsp90. S. cerevisiae expressing PfHsp90, BacTiter-Glo ATP, 48 h; yeast lacking PDR1 and PDR3 efflux regulators. inhibition, % at 9.4 µM. 310,000 compounds, 0.32% hits. AID 504621;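 active = every replicate shows inhibition above about 80%, whatever the replicate mean, limit read from the data; inconclusive = mean inhibition reaches the set limit but some replicate falls short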;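 note: 0% = DMSO neutral controls and 100% = 20 µM radicicol positive controls; yeast relying on Plasmodium falciparum Hsp90 in place of its own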
Arr AP2 block: inhibitors of human beta-arrestin and AP2 interaction; FITC-arrestin peptide / GST-AP2 beads, flow cytometry; AP2 beta2 appendage carries R879A mutation; inhibition, % at 10 µM; 340,000 compounds, 0.31% hits; AID 504490;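 active = inhibition above a set limit, near 3 SD of compounds lacking own fluorescence, cut at about 54% in these data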;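 note: plate controls were DMSO wells for no effect and 5 µM unlabelled arrestin peptide for full effect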
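System: GST-AP2 R879A bound to glutathione beads, E. coli-expressed. Also added: 50 nM FITC-arrestin peptide. Schedule: compound with beads 12 min RT, then probe 1 h RT. Signal: bead flow cytometry, FITC channel. Read-out basis: percent response.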
MOR-DOR inv ag: inverse agonist of human OPRM1-OPRD1 heterodimerization; P35372+P41143; cell-based MOR-DOR heterodimer luminescence, inverse agonism; inhibition, % at 9.3 µM; 340,000 compounds, 0.21% hits; AID 504357; in the data active = inhibition above about 22%, passing the limit was not always enough;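 note: 0% = cells with DMSO and 100% = wells without cells with DMSO; values of inactives mirror those of a sister screen read the other way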
The depositor's hits bear a star; ? = inconclusive; . = no result given.

SMILES	SUMO Mot1 rescue	OPRM1-OPRD1 ag	AddAB inh	E coli growth	DSG3 Ab inh	phage Ecoli inh	PKA-R1A act	Tat export inh	PfHsp90 set2	Arr AP2 block	MOR-DOR inv ag
O=C(c1ccc([N+](=O)[O-])cc1)N(c1ccccn1)c1ccccn1	-8	-1.8	-0.3	1.5	113	1.3	-3	-1	.	24	9
CN(Cc1ccccc1F)C(=O)CNC(=O)Cc1cccc2ccccc12	-9	-0.7	0.8	-0.8	102	2.9	-6	-2	5	-6	4
CN(Cc1ccco1)c1ncnc2ccc(-c3ccc4c(ccn4C)c3)cc12	2	-3.0	0.3	1.1	.	0.3	-10	-5	32	6	17
O=C(Cc1ccccc1)NC(=S)Nc1ccc2oc(-c3ccccc3F)nc2c1	-5	1.5	1.3	-1.2	107	2.1	2	3	10	-1	-9
CCCOP(=O)(c1ccc(N(C)C)cc1)C(O)c1ccc(N(C)C)cc1 (centres undefined)	29	-2.2	-2.5	-0.6	96	-1.6	-15	-2	11	13	10
O=C(C1CC(=O)N(c2ccccc2)C1)N1CCC(c2nc3ccccc3[nH]2)CC1 (centres undefined)	1	0.1	3.6	-1.7	20	2.2	-4	-9	4	11	-1
Cc1ccc(S(=O)(=O)Cn2nnnc2C(C)N2CCN(C(=O)c3ccco3)CC2)cc1 (centres undefined)	.	-2.0	-2.7	0.1	100	1.4	-13	7	-7	-4	12
CCCCCOC(=O)Nc1nnc(CCCCC)s1	-20	4.2	3.1	1.4	100	3.5	-8	-2	.	-4	-23
Cc1[nH]c(=O)[nH]c(=O)c1CSCC(=O)OCC(=O)Nc1ccccn1	-7	-1.9	-0.4	0.1	103	1.5	-9	-4	16	3	10
COCc1nnc(NC(=O)CC(C)C)s1	644*	-0.2	1.4	0.4	107	2.4	5	0	-9	9	1
COc1ccc2[nH]c(C(=O)N3CCN(Cc4ccccc4)CC3)cc2c1OC	-1	-1.8	-1.7	-2.2	106	2.0	3	0	11	1	8
O=C(NCc1ccccc1)C(c1ccco1)N(C(=O)c1cnccn1)c1ccc(F)cc1 (centres undefined)	10	2.3	2.5	-0.3	102	4.2	-5	-6	.	-7	-12
CCOC(=O)c1ccc(NC(=O)C2=C(C)Nc3nc(CCCO)nn3C2c2ccc(OC)cc2)cc1 (centres undefined)	-18	-1.9	2.4	-0.3	97	3.1	-2	-5	-15	27	12
COc1ccc(C2=NOC(C(=O)Nc3cc(C)on3)C2)cc1 (centres undefined)	4	-2.2	0.1	0.1	102	0.8	-5	3	4	7	12
CC(C)CN1CCC(=O)N([C@H](COc2ccccc2)c2ccccc2)CC1	8	3.6	5.0	1.5	108	1.9	2	-1	-28	-6	-20
Cc1nc(C)c(CC(=O)N/N=C/c2ccc(O)cc2)c(=O)[nH]1	9	-3.2	0.5	-0.9	95	3.5	-4	6	10	2	20
Cc1ccc(Cn2nnc3c(=O)[nH]c(C4CCN(C(=O)Cc5cccs5)CC4)nc32)cc1	11	-0.8	3.1	1.8	98	2.7	3	1	.	7	4
COC(=O)C(NC(=O)c1ccco1)(Nc1ccc(Br)cn1)C(F)(F)F (centres undefined)	-16	-0.8	4.0	1.3	98	2.5	-2	-10	-2	6	4
CC(=O)c1ccc(NC(=O)[C@@H]2CCCN2C2=NS(=O)(=O)c3ccccc32)cc1	-22	-1.7	1.2	-1.4	100	2.3	12	1	.	38	7
COc1ccc(S(=O)(=O)NC2CCc3ccccc32)cc1OC (centres undefined)	57	-2.3	-1.1	-1.3	98	0.4	-6	-3	0	-7	11
Cc1cc(C)cc(OCC(O)CN2CCN(Cc3ccc4c(c3)OCO4)CC2)c1 (centres undefined)	310*	2.2	-0.2	-1.5	82	3.1	4	-3	28	1	-11
COc1ccc(C(NC(=O)c2cccnc2)c2cc(Cl)c3cccnc3c2O)cc1OC (centres undefined)	27	-1.0	25*	23*	103	20*	-13	-6	2	2	6
Cn1c(=O)oc2cc(S(=O)(=O)NCCC(=O)N3CCN(c4ccccc4)CC3)ccc21	6	-3.2	5.2	3.8	103	1.3	-4	-3	-26	0	16
CCN(C(=O)COC(=O)c1cc(-c2ccc(C)o2)nc2ccccc12)C1CCS(=O)(=O)C1 (centres undefined)	-6	-2.6	0.7	-1.4	101	1.7	-4	1	15	-2	13
CCC1=NN2C(=N)/C(=C\c3ccc(OCCOc4ccc(NC(C)=O)cc4)cc3)C(=O)N=C2S1	12	-2.1	-2.2	2.5	103	2.2	4	2	4	-15	10
COc1cccc2c1nc(C)c1cc(C)oc12	.	-0.9	0.8	2.4	106	1.8	-4	16	-16	9	5
O=C(O)c1ccccc1C(=O)N1CCN(c2ccccc2)CC1	-5	-1.2	5.2	1.4	.	0.3	-6	2	-1	2	5
COc1cc([N+](=O)[O-])ccc1NC(=O)CSc1n[nH]c(C(C)C)n1	-8	-0.2	1.6	2.7	101	-0.8	-5	-4	16	-1	1
COc1ccc(C(=O)Nc2oc(-c3ccccc3)c(-c3ccccc3)c2C#N)cc1	2	-2.8	-0.5	-1.0	.	1.8	-9	4	-7	16	14
Oc1ccc(-c2c(-c3ccsc3)sc3ccccc23)cc1	104	2.5	-0.6	2.6	105	2.1	-2	8	107*	-6	-14
c1ccc(-c2cnnn2-c2ccccc2)cc1	5	-1.4	.	.	98	3.9	7	3	-34	2	7
Cc1ccc(S(=O)(=O)N2[C@@H](c3ccccc3)C(C(=O)O)=CC[C@H]2c2cccc(C)c2)cc1	71	-1.4	1.6	0.1	107	2.1	-1	1	12	9	8
COC(=O)CSCC(=O)Nc1cc2c(cc1C(C)=O)OCO2	163	-1.6	0.5	0.8	104	3.0	0	4	-12	3	9
CC(C)N(Cc1nc(-c2ccccc2)no1)C(=O)c1ccc(Cl)cc1	5	1.8	2.7	-1.6	104	1.9	-4	0	-1	27	-11
O=C(Nc1ccccc1)Nc1ccc(Cl)c(S(=O)(=O)N2CCOCC2)c1	2	0.8	2.0	-0.8	103	3.4	5	6	-13	-25	-4
O=C(CN(Cc1ccccc1)S(=O)(=O)c1ccc(F)cc1)NCc1cccnc1	-10	-0.6	3.1	-0.9	102	1.3	3	-7	-19	4	4
Cc1cc(C)nc(SCc2csc(N)n2)n1	-20	0.1	1.3	1.4	104	-0.9	2	-2	9	36	0
NS(=O)(=O)c1ccc(CCNC(=O)CNC(=O)c2ccc(Br)o2)cc1	20	-0.3	1.1	-0.9	99	.	-12	-3	-4	17	1
Cc1cc(C)c(S(=O)(=O)NCc2ccccn2)c(C)c1	1	-0.2	-2.4	-0.5	116	1.6	-12	-14	-14	-5	1
C=CC[C@H](CC(=O)OC(C)(C)C)C(=O)OC[C@H]1CCCN1C(=O)[C@H](CC=C)CC(=O)NCCO	-3	-2.1	2.9	0.9	100	1.6	-11	-2	-28	7	12
Cc1ccc2c(c1)C(=C(C#N)C#N)CCN2	.	-5.8	.	.	125	1.6	-3	-12	-44	1	25
O=C1CC2(CCCCC2)Oc2ccc(Cl)cc21	-15	-1.4	4.7	0.5	100	0.4	8	-4	3	11	8
COC(=O)C(C(=O)Nc1cc(C)on1)C1CCCCCC1 (centres undefined)	9	-1.3	1.5	-5.8	108	1.4	3	-5	-20	1	6
Cc1ccc(CSCCC(=O)NCCc2ccc(Cl)cc2)cc1	41	2.5	3.0	-1.8	95	0.0	-3	4	8	-3	-14
O=C(Nc1ccccc1Oc1ccccc1)c1cccc([N+](=O)[O-])c1	5	1.0	4.6	-0.7	101	1.2	6	0	13	4	-5
Clc1ccc(CN2CCN(/N=C/c3ccco3)CC2)cc1	-9	0.7	2.0	-1.1	.	-1.9	6	-17	-1	-6	-3
COC(=O)CN1C(=O)COc2ccc(S(=O)(=O)NCc3ccc(Cl)cc3)cc21	-5	-2.5	2.4	-1.4	.	-0.3	-10	0	2	23	14
O=C(CNc1ccccc1)N/N=C/c1cc([N+](=O)[O-])ccc1N1CCCC1	-10	-4.2	0.7	-2.7	103	2.1	-10	-2	4	7	24
O=C(Nc1ccc(N2CCCC2=O)cc1)c1cncc(Br)c1	-4	-0.8	0.6	1.1	99	1.9	-15	-11	-1	6	4
COc1ccc(C(=O)c2c[nH]c(C(=O)N=CN(C)C)c2)cc1	.	-1.8	0.8	1.4	102	4.1	-6	-4	13	4	9
O=C(CCCc1cccs1)Nc1ccc2c(c1)OCO2	.	-0.3	-1.9	-0.8	99	5.6	7	-1	12	9	2
Clc1ccc(Cc2ccc(Cl)nn2)c(Cl)c1	9	-0.7	3.0	1.9	105	1.4	-6	9	.	2	4
COc1ccc(NC(=O)[C@H](COCc2ccccc2)NC(=O)OC(C)(C)C)cc1	-19	0.6	-2.7	-0.6	104	-0.9	-9	-5	-17	10	-3
NC(=O)c1ncn([C@@H]2O[C@H](CNCc3ccc(-c4cc(C(F)(F)F)ccc4Cl)o3)[C@@H](O)[C@H]2O)n1	.	-2.9	.	.	94	0.9	0	0	11	38	14
CC1CCCN(C(=O)c2ccc(Br)c(S(=O)(=O)N3CCOCC3)c2)C1 (centres undefined)	1	-0.4	-1.6	-1.1	101	-0.8	0	-3	-4	-2	2
Cc1ccc(OCCN2C(=O)c3ccccc3C2=O)cc1	6	5.6	0.5	-0.9	102	2.5	-2	21	.	6	-32
COc1ccc(CN2CCC(=O)N([C@H](CO)CC(C)C)CC2)cc1OC	17	2.0	3.1	1.2	101	-0.5	0	3	-11	8	-11
c1ccc2oc(SCc3nc4ccccc4s3)nc2c1	66	-0.2	0.6	-1.3	106	1.3	-7	9	-26	3	1
COC(=O)C(Cc1ccc(O)cc1)NC(=O)Cn1cc(C)c(=O)[nH]c1=O (centres undefined)	.	-2.4	.	.	103	-0.4	-4	-2	-7	-2	11
CC(Sc1nncs1)C(=O)Nc1ccc2c(c1)OCCO2 (centres undefined)	-6	-2.2	0.5	0.6	105	-3.7	-3	?	-9	7	11
Cc1cccc(C(=O)Nc2ccc(C(=O)Nc3ccc(O)cc3)cc2)c1	-12	-1.1	3.9	2.5	.	0.1	-3	-4	-20	23	6

Reformatted with bars between the fields: part of the list above
Molecule | SUMO Mot1 rescue | OPRM1-OPRD1 ag | AddAB inh | E coli growth | DSG3 Ab inh | phage Ecoli inh | PKA-R1A act | Tat export inh | PfHsp90 set2 | Arr AP2 block | MOR-DOR inv ag
O=C(CCCc1cccs1)Nc1ccc2c(c1)OCO2 | . | -0.3 | -1.9 | -0.8 | 99 | 5.6 | 7 | -1 | 12 | 9 | 2
Clc1ccc(Cc2ccc(Cl)nn2)c(Cl)c1 | 9 | -0.7 | 3.0 | 1.9 | 105 | 1.4 | -6 | 9 | . | 2 | 4
